PI4K2A inh: PI4K2A (human) kinase inhibition. 420,000 compounds, 0.13% hits. activity change, negative = inhibition, % at 76.9 µM. purified PI4K2A, ADP-Glo luminescence, 1 h; stronger effect = lower value; in the data active means activity change below about -50%; inconclusive means mostly about -30% to -49%;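 further: -100% = wells without enzyme as full effect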
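In this quantitative HTS, ADP production by PI4K2A was quantified luminescently after 1 h at ambient temperature; 100 microM adenosine served as plate-quality control.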
HP1b chromo inh: HP1-beta chromodomain-methylated histone interaction inhibition; AlphaScreen HP1-beta / biotin-H3K9me3 peptide binding; Potency, µM (series often up to 114 µM), inactives show at the highest dose activity change, negative = inhibition, most hits filed as inhibitors; P83916; 390,000 compounds, 0.56% hits; further: potency means the concentration at half of the fitted maximal effect; nearly all actives have a fitted effect of over 70% in size; inactives centre near 23
Target sequence (P83916 whole entry, looked up): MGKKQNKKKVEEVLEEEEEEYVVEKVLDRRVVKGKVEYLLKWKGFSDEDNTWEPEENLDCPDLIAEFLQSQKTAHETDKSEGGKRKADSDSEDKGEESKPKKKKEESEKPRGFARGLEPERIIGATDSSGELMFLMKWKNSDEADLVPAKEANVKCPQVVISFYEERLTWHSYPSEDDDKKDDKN
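HP1-beta protein (50 nM final) preincubated 30 min at room temperature with biotinylated H3(1-18)K9me3 peptide (50 nM) in PBS pH 7.4, 0.01% Tween-20, then compound added for 30 min. AlphaScreen streptavidin donor/nickel chelate acceptor beads (10 ug/mL final), 30 min dark, luminescence read.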
IDH1 R132H inh: blocks human mutant IDH1 R132H enzyme; O75874; IDH1-R132H enzyme, NADPH consumption, diaphorase/resazurin fluorescence; Potency, µM (doses to about 76.6 µM), inactives show top-dose activity change, negative = inhibition, usual class: inhibitors; 390,000 compounds, 0.093% hits; further: potency means the concentration at half of the fitted maximal effect; on the % scale 0 is the no-effect control and ±100 the full control effect; nearly all actives have a fitted effect of over 65% in size
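IDH1-R132H (0.5 ug/mL dispensed) in pH 7.5 Tris buffer was preincubated 30 min with compound, then given a substrate mix of 0.016 mM NADPH and 2 mM alpha-KG for 80 min at room temperature; remaining NADPH was read by diaphorase/resazurin fluorescence.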
TrxR1 substrate: is turned over as a substrate by rat TrxR1 | O89049 | 390,000 compounds, 0.01% hits | Potency, µM (series often up to 114 µM), for inactives: top-dose activity change, negative = substrate turnover | purified TrxR1 substrate turnover, NADPH consumption readout; further: potency means the concentration at half of the fitted maximal effect; on the % scale 0 is the no-effect control and ±100 the full control effect; nearly all actives have a fitted effect of over 50% in size
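Rat TrxR1, dispensed at 90 nM, was prereduced with 400 uM NADPH (final) for 5 min at ~22 deg C, then incubated with compound 15 min before 400 uM selenite. A first-read NADPH fluorescence drop versus no-compound background flagged substrates.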
Pin1 inhibitor: blocks the human prolyl isomerase Pin1; Pin1 FP peptide displacement, HiFluor488, 10 min; Potency, µM (series often up to 115 µM), inactives show top-dose activity, negative = inhibition, hits mostly inhibitors; 390,000 compounds, 0.009% hits; active means well fitted inhibition curve with a large enough effect in the polarisation, with a control signal flat, not every such curve was filed as active; inconclusive means small, poorly fitted or top-dose-only effect, or effect the other way, or a change in a side signal; inactive means no such curve, though single readings can be large or run the other way; the % refers to the polarisation; further: potency means the concentration at half of the fitted maximal effect; on the % scale 0 is the no-effect control and ±100 the full control effect
Target sequence (Q13526 whole entry, looked up): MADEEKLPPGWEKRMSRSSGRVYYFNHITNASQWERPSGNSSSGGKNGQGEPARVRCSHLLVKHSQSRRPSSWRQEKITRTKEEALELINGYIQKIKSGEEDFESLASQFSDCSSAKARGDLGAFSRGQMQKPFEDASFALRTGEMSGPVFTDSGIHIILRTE
USP1-UAF1 inh: inhibitors of human USP1/UAF1 deubiquitinase. O94782. Potency, µM (highest dose often 57.1 µM), for the others: at the highest dose activity change, negative = inhibition, hits mostly inhibitors. recombinant USP1/UAF1, Ub-Rhodamine cleavage fluorescence. 390,000 compounds, 0.23% hits; further: potency means the concentration at half of the fitted maximal effect; on the % scale 0 is the no-effect control and ±100 the full control effect; nearly all actives have a fitted effect of over 60% in size; inactives centre near -12
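1 nM enzyme complex + cpd, 15 min RT; start with Ub-Rho 150nM final; kinetic fluorescence ex 480/em 540, 6 reads q60 s. Buffer 50mM HEPES pH 7.8, 0.5mM EDTA, 0.1 mg/ml BSA, 1mM TCEP, 0.01% Tween-20.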
GLS inhibitor: glutaminase GLS (human) inhibition | O94925 | GLS enzymatic activity, qHTS titration | Potency, µM (top dose mostly 45.5 µM), for inactives: top-dose activity change, negative = inhibition, most hits filed as inhibitors | 410,000 compounds, 0.21% hits; further: potency means the concentration at half of the fitted maximal effect; on the % scale 0 is the no-effect control and ±100 the full control effect
Target sequence (O94925 whole entry, looked up): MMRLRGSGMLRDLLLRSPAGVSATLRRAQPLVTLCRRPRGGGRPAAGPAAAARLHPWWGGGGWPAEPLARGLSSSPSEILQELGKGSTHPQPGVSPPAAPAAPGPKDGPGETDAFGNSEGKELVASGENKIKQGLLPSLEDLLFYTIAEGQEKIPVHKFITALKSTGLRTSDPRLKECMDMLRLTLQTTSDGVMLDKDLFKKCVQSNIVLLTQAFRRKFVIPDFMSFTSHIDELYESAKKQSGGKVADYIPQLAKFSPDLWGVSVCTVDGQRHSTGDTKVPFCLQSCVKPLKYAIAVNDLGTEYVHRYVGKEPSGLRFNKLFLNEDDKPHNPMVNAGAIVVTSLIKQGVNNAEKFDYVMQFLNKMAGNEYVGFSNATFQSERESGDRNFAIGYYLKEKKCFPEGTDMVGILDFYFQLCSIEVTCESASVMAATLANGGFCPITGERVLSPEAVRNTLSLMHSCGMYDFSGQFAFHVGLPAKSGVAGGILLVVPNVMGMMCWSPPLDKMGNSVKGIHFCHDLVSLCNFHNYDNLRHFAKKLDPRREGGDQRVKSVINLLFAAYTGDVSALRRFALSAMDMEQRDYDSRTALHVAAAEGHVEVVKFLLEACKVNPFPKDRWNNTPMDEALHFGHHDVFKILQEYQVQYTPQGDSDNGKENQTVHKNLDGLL
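Enzyme dispensed in phosphate buffer (45 mM, pH 8.2, 0.02% Tween-20), compounds pinned in, then 1 mM L-glutamine solution and the glutamate oxidase–HRP–Amplex Red mix added; fluorescence read immediately and again after 30 min at room temperature.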
TrxR1 inh: inhibitors of rat thioredoxin reductase 1; O89049; recombinant rTrxR1, NADPH fluorescence consumption, selenite substrate; Potency, µM (series often up to 114 µM), inactives show at the top dose activity change, negative = inhibition, actives largely listed as inhibitors; 390,000 compounds, 1% hits; further: potency means the concentration at half of the fitted maximal effect; on the % scale 0 is the no-effect control and ±100 the full control effect; nearly all actives have a fitted effect of over 65% in size
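Rat TrxR1 (90 nM in the dispensed reagent) was pre-reduced with 400 uM NADPH for 5 min at room temperature, then incubated with compound for 15 min. After 400 uM selenite was added, NADPH fluorescence (Ex 340/Em 450 nm) was followed for 8 min.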
PGK inhibitor: blocks T. brucei phosphoglycerate kinase; PGK/GAPDH coupled, Kinase-Glo luminescence, 60 min; 380,000 compounds, 0.043% hits; P07378; Potency, µM (series often up to 57.5 µM), inactives show top-dose activity change, negative = inhibition, hits mostly inhibitors; further: potency means the concentration at half of the fitted maximal effect; on the % scale 0 is the no-effect control and ±100 the full control effect; nearly all actives have a fitted effect of over 60% in size
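Luminescent ATP detection (Kinase-Glo Plus) follows a 60-minute room-temperature incubation, with wells lacking PGK as controls. Buffer: 100 mM TEA (pH 7.6), 5 mM MgCl2, 0.01% Tween-20. Coupling enzyme GAPDH (100 nM final) supplies unstable 1,3-BPG in-well.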
Starred values were filed as active, the others as inactive; i = inactive; ? = inconclusive; . = no result given; [ ] = another dose, or the depositor's remark. Unless noted, the call rests on the fitted dose curve; in most records, active means well fitted curve in the direction sought with a large enough effect; inconclusive means small, poorly fitted or top-dose-only effect, or another doubt; inactive means no such curve, though single readings can be large; an effect the other way counts as inactive or inconclusive. Only part of the results is shown, so the mix of outcomes need not match the whole.

SMILES	PI4K2A inh	HP1b chromo inh	IDH1 R132H inh	TrxR1 substrate	Pin1 inhibitor	USP1-UAF1 inh	GLS inhibitor	TrxR1 inh	PGK inhibitor
CCOCCn1c(CN2CCN(c3ccc(F)cc3)CC2)nc2c1c(=O)n(C)c(=O)n2C	-8	57%	0%	5%	-3%	-6%	25%	11%	-6%
CCOC(=O)[C@H]1[C@H]2COc3ccc(OC)cc3[C@@H]2N2C(=O)c3cc(OC)ccc3NC(=O)[C@@]12C	2	6%	-16%	4%[57.1 µM]	-1%	-4%	?	6%[57.1 µM]	i
CCC1(CC)NC(=O)N(CC(=O)OC(C)C(=O)Nc2ccc(S(N)(=O)=O)cc2)C1=O (stereo unspecified)	-2	.	-1%	.	.	?	-1%	.	-6%
Cc1nnc(SCc2cc(=O)[nH]c(=S)[nH]2)s1	0	77%[activator]	-4%	-5%	2%	-5%	3%	-23%	-1%
CN(Cc1ccc(OC(F)F)cc1)C(=O)/C=C/c1ccc(S(=O)(=O)N2CCOCC2)cc1	-4	31%	13%	0%	9%	-20%	-5%	21%	-4%
CCc1noc(C)c1C(=O)N(C)CC(=O)Nc1ccc(OC)cc1	5	43%[activator]	-1%	3%	8%	-1%	-9%	3%	-6%
COc1cc(/C=C2\SC(=O)N(CCNC(=O)c3c(C)noc3C)C2=O)cc(OC)c1OC	0	109%[activator]	6%	-5%	2%	-31%	-11%	0%	1%
COc1cccc(/C=C2\NC(=O)NC2=O)c1O	-4	26%	-6%	-5%	-6%	-18%	15%	19%	-2%
Cc1noc2ncnc(N3CCCC(C(=O)Nc4cc(F)ccc4F)C3)c12 (stereo unspecified)	2	40%[activator]	10%	2%	0%	-12%	-2%	17%	-6%
Cc1nnc(C)c2c(C)n(C(C)c3ccccc3)c(C)c12 (stereo unspecified)	2	-8%	2%	7%[57.1 µM]	?	-8%	-5%	-8%[57.1 µM]	-3%
COc1cc(S(=O)(=O)N2CCOCC2)ccc1N	-1	39%[activator]	11%	8%[57.1 µM]	-11%	0%	4%	26%	4%
N#Cc1c(-n2ncnc2-c2cccc(Cl)c2)sc2c1CCCCC2	1	8%	21%	-1%	-25%	-16%	4%	13%	i
COc1ccc(C(=O)CC(=O)c2ccc(C)cc2)c(O)c1	6	54%[activator]	5%	1%	-1%	-13%	-1%	11%	-4%
Cc1ccc2c(c1)nc(SCC(O)c1ccc(Br)cc1)n2C (stereo unspecified)	0	22%	4%	-13%	-6%	?	2%	-10%	6%
O=C(CSc1nc2c([nH]c3ccccc32)c(=O)n1-c1ccc(Cl)cc1)N1CCOCC1	3	52%[activator][57 µM]	15%	5%[57.1 µM]	7%	-29%	5%	8%[57.1 µM]	i
O=C(Nc1ccccc1F)c1nc[nH]c1C(=O)NCc1ccccc1	4	.	5%	.	.	3%	-2%	.	3%
CCOC(=O)C(=CNc1ccc(Cl)cn1)C(=O)OCC	2	21%	4%	2%[57.1 µM]	-1%	-9%	8%	0%[57.1 µM]	7%
O=C(Nc1ccccc1)Nc1nnc(Cc2ccccc2F)s1	-2	24%	14%	-4%[57.1 µM]	-9%	-21%	-1%	-4%[57.1 µM]	-9%
Cc1nn(C(C)C)c(C)c1CN1CCC(C(=O)Nc2cccc(-c3cccc(F)c3)c2)CC1	0	22%	-7%	-2%	-1%	-15%	7%	0%	9%
Cc1ccc(S(=O)(=O)Nc2ccccc2CNc2ccccn2)cc1	4	21%	6%	-8%	10%	-11%	-8%	-13%	-1%
CCOC(=O)CCNC(=O)N1CCCC(C(=O)c2ccccc2SC)C1 (stereo unspecified)	0	35%	7%	-3%	5%	2%	-2%	9%	1%
C=CCn1cc(-c2ccccc2)cc(C#N)c1=O	-7	12%	10%	238%[activator]	-1%	-10%	10%	-30%	5%
CCOc1ccc2nc(NC(=O)CCC(=O)c3cccs3)sc2c1	-8	3%	2%	4%	24%	-5%	7%	-10%	-2%
CCCN(CCC)S(=O)(=O)c1ccc(C(=O)NCc2n[nH]c(=S)n2-c2ccc(Cl)c(Cl)c2)cc1	-2	24%	3%	-6%	-12%	-26%	2%	-23%	.
CN(NC(=O)c1cccc(Cl)c1)c1nc(-c2ccccc2)nnc1C(F)(F)F	-10	26%	6%	-2%[57.1 µM]	2%	-3%	-6%	7%[57.1 µM]	-2%

Overlap with the part before: 2 entries; new compounds follow.
SMILES	PI4K2A inh	HP1b chromo inh	IDH1 R132H inh	TrxR1 substrate	Pin1 inhibitor	USP1-UAF1 inh	GLS inhibitor	TrxR1 inh	PGK inhibitor
CCCN(CCC)S(=O)(=O)c1ccc(C(=O)NCc2n[nH]c(=S)n2-c2ccc(Cl)c(Cl)c2)cc1	-2	24%	3%	-6%	-12%	-26%	2%	-23%	.
CN(NC(=O)c1cccc(Cl)c1)c1nc(-c2ccccc2)nnc1C(F)(F)F	-10	26%	6%	-2%[57.1 µM]	2%	-3%	-6%	7%[57.1 µM]	-2%
CCOc1cccc(C2c3c(oc4ccc(F)cc4c3=O)C(=O)N2c2cc(C)ccn2)c1 (stereo unspecified)	0	70%[activator]	2%	-6%	-8%	-21%	-4%	5%	-6%
Cc1ccc2c(c1)C(c1ccccc1)N(C(=O)c1ccc(F)cc1)CC(=O)N2 (stereo unspecified)	1	10%	-2%	3%[57.1 µM]	-6%	-16%	3%	0%	6%
CCS(=O)(=O)N1Cc2ccccc2CC1C(=O)Nc1ccc(F)cc1 (stereo unspecified)	1	19%	3%	6%	1%	-23%	1%	26%	-8%
COc1cccc(-n2c(SCc3ccccn3)nc3c(c2=O)SCC3)c1	6	4%	17%	5%[57.1 µM]	-1%	0%	0%	23%[57.1 µM]	-6%
O=C1/C(=C/c2ccc(O)c([N+](=O)[O-])c2)SC(=S)N1Cc1ccccc1	-18	?	1%	0%	33%[activator]	-18%	3%	19%	-4%
S=C(c1ccc(-c2ccccc2)cc1)N1CCOCC1	3	-11%	-3%	3%	0%	-24%	-7%	25%	i
CC(Oc1ccc(F)cc1)C(=O)N(Cc1ccccc1)c1c(N)n(Cc2ccccc2)c(=O)[nH]c1=O (stereo unspecified)	1	34%	0%	-2%	-2%	-10%	-6%	3%	1%
CCN(CC)C(=O)CSc1nnc2cc(C)c3ccccc3n12	2	39%[activator]	15%	4%	-1%	-9%	0%	-4%	-7%
COc1ccc(N(CC(=O)Nc2cccc(SC)c2)S(C)(=O)=O)cc1	7	6%	8%	5%	0%	-16%	-6%	4%	-6%
O=C(CSc1nc2ccccc2nc1Cc1ccccc1)Nc1ccccc1C(F)(F)F	-3	20%[57 µM]	-1%	0%[57.1 µM]	-1%	?	0%	20%[57.1 µM]	5%
COc1ccc(-c2nc(-c3ccccc3)[nH]c(=O)c2C#N)cc1	1	18%	0%	8%	-9%	-8%	21%	25%	-9%
Cc1ccc(NC(=O)c2ncn(-c3ccccc3)n2)cc1Cl	1	8%	-21%	6%	30%[activator]	3%	-2%	9%	10%
COc1ccccc1CC(=O)NCCc1ccc(S(N)(=O)=O)cc1	-1	26%	2%	-8%	-4%	-2%	7%	13%[57.1 µM]	1%
CN(C)c1nc(N/N=C\c2ccc(Cl)c([N+](=O)[O-])c2)nc(Nc2ccc(F)cc2)n1	9	14%	-3%	2%	-9%	-23%	-9%	8%	-1%
COc1ccc(N(Cc2cccs2)C(=O)c2ccc(OC)c(Cl)c2)cc1	0	58%[activator]	1%	0%	-3%	?	-13%	26%	6%
O=C(CCc1ccc(S(=O)(=O)N2CCOCC2)cc1)OCC(=O)c1ccccc1	-4	22%	-9%	3%	-7%	-20%	-3%	14%	14%
COc1ccc(S(=O)(=O)N2CCCCC2)cc1NC(=O)COc1ccccc1	0	13%	5%	-1%	28%	-4%	2%	14%	-1%
CCOc1ccc(C(=O)NC(C(=O)NCCc2ccc(OC(F)F)cc2)C(C)C)cc1 (stereo unspecified)	-1	26%	8%	1%	-6%	-4%	-5%	14%	-1%
Cc1cc(-c2ccccc2)nc(N(C)NC(=O)c2ccc(Cl)cc2)c1S(C)(=O)=O	0	18%	0%	-10%[57.1 µM]	1%	-10%	-1%	-2%[57.1 µM]	i
COc1cc(C(C)=O)ccc1OCC(=O)Nc1ccccc1N1CCCC1	-5	3%	2%	-8%	1%	-3%	-8%	-3%[57.1 µM]	-9%
COc1cc(OC)c(NC(=O)N2CC3CCCN3c3ccccc32)cc1Cl (stereo unspecified)	-2	?	19%	4%[57.1 µM]	50%[activator]	-15%	20%	14%[57.1 µM]	-6%
C=CCNc1nc(Cl)nc(Nc2ccccc2)n1	2	30%	15%	2%	2%	-13%	-2%	14%	-8%
O=C(NCc1cccc(Cl)c1)c1cccn1-c1nnc(N2CCCC2)s1	0	14%	-10%	-1%[57.1 µM]	-5%	?	-13%	10%[57.1 µM]	10%
Cc1ccc(-c2cn3cccnc3n2)cc1NC(=O)Nc1ccc(F)cc1	25	66%[activator]	8%	9%	2%	-29%	-3%	18%	i
Cn1c(CNC(=O)c2ccc3c(c2)OCO3)nnc1SCC(=O)Nc1ccccc1Cl	2	17%	-3%	-8%	-7%	-16%	-1%	11%[57.1 µM]	-2%
CC1CCc2c(C(=O)Oc3cccc(-n4cnnn4)c3)csc2C1 (stereo unspecified)	4	28%	16%	-4%	9%	-22%	-23%	-14%	2%

Screens from PubChem BioAssay.
